Screens deposited in PubChem by ICCB-Longwood Screening Facility, Harvard Medical School.
PV pol inh = inhibitors of poliovirus RNA polymerase binding and polymerization | P03300 | poliovirus polymerase elongation, fluorescence polarization; active compounds read low | % elongation, % (compound at 16.7 µg/mL) | hit rate 0.66% among 150,000; in the data active means % elongation below about 90%; further: some results filed as inactive read as strong as hits
Target sequence (P03300 1749-2209 limits assumed): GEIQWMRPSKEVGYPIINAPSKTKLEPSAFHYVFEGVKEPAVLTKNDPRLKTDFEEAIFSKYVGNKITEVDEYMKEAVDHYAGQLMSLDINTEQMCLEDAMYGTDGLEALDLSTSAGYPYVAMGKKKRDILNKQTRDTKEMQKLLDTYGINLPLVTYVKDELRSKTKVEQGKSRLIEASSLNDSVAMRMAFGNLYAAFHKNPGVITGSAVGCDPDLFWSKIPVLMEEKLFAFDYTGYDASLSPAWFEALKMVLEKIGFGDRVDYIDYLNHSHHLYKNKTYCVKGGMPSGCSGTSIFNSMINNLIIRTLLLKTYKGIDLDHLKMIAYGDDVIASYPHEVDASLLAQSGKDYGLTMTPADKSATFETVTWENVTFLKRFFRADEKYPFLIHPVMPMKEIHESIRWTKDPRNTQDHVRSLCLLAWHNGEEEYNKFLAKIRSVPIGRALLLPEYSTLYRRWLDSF
PV pol inh FP z-score = also measured in PV pol inh; calls as there; z-score; measured here: FP z-score; hits read low
* hit, by the source's call. The list is partial. The share of hits here may be higher or lower than overall.

Values run as follows: PV pol inh FP z-score | PV pol inh
- c1ccc(-c2cnc(CSc3ncnc4sccc34)o2)cc1
 : 0.3 | 104.0
- Cc1cccc2nc(Cn3ccccc3=O)cn12
 : 0 | 103.0
- CCOc1ccc(NC(=O)CCc2ccc(OC)cc2)cc1
 : 0.1 | 103.0
- CCOc1ccc(NCCC(=O)c2ccc(NS(C)(=O)=O)cc2)cc1
 : -0.2 | 100.0
- COc1ccc(Nc2ncc(C(=O)N3CCN(c4ccc(F)cc4)CC3)c3ccccc23)cc1
 : -0.1 | 104.0
- COC(=O)CN1C(=O)C(C)(C)c2cc(S(=O)(=O)NCc3ccc(Cl)cc3)ccc21
 : -0.1 | 107.0
- Cc1nn(-c2ccccc2)c2sc(C(=O)NC(C)C)cc12
 : 1.2 | 104.0
- S=c1oc(-c2ccccc2)nn1CN1CCCCC1
 : -0.3 | 100.0
- CC(C)CC1(C)NC(=O)N(CC(=O)c2ccc(N(C)S(C)(=O)=O)cc2)C1=O (stereo not given)
 : 0.6 | 113.0
- COc1ccc(Nc2cc(C(=O)N3CCc4ccccc4C3)c3ccccc3n2)c(OC)c1
 : -0.9 | 100.0
- CCCCN(CCCC)C(=O)c1c[nH]c2ccc(S(=O)(=O)Nc3cccc(Cl)c3C)cc2c1=O
 : -1.2 | 99.0
- Cc1ccc(/C=N/NC(=O)C(c2ccccc2)c2ccccc2)o1
 : 0.8 | 105.0
- O=C1CCC(=O)N1c1ccc(S(=O)(=O)NCCCN2CCN(Cc3ccccc3)CC2)cc1
 : 0.3 | 102.0
- CC(C)(C)c1ccc(-c2ncccc2O)cc1
 : 0.2 | 102.0
- CCc1nnc(NC(=O)CCN2C(=O)NC3(CCCC3)C2=O)s1
 : -0.2 | 101.0
- O=C1CN(C(=O)COc2ccc(Cl)cc2Cl)C(c2ccc(F)cc2)c2cc(F)ccc2N1 (stereo not given)
 : -0.2 | 102.0
- CCN(CC)C(=O)CSc1nc2c(c(=O)n(C)c(=O)n2C)n1Cc1ccccc1C
 : 0.1 | 102.0
- CN(C)c1ccc(C=C2C(=O)OC(C)(C)OC2=O)cc1
 : 0.5 | 105.0
- Cc1cccc(NCc2csc(-c3ccccc3)n2)c1
 : 0.7 | 104.0
- CCOC(=O)c1cccc(NS(=O)(=O)c2c(C)nc3sc(C)cn3c2=O)c1
 : 0.1 | 107.0
- CC(=O)NCCc1ccc(C(=O)O)cc1
 : -0.3 | 99.0
- CCCCNC(=O)CSc1nc(-c2ccc(OC)cc2)cc(C(F)(F)F)n1
 : 0.3 | 105.0
- O=C(c1ccc(=O)[nH]c1)N1CCSC1=NCc1ccccc1
 : 0 | 100.0
- NNC(=O)CSc1n[nH]c(=O)[nH]c1=O
 : 0.1 | 102.0
- CCOC(=O)c1c(CN2CCCCC2)n(-c2ccccc2)c2ccc(OC(C)=O)cc12
 : 0.4 | 107.0
- COc1ccc(N2C(=O)CC(c3cn(Cc4ccccc4)c4ccccc34)C2=O)cc1 (stereo not given)
 : 0.1 | 102.0
- CCC(=O)N1CCc2cc(CNC(=O)Nc3ccccc3Cl)ccc21
 : -0.1 | 107.0
- CC1CC(C)CN(CC(C)(C)NS(=O)(=O)c2ccc(Cl)cc2)C1 (stereo not given)
 : 0.1 | 101.0
- O=c1ccc2cc(S(=O)(=O)N3CCCCC3)ccc2[nH]1
 : 1.2 | 104.0
- CN(C)CCN=Cc1c(O)n(Cc2ccccc2)c(=O)c2ccccc12
 : -0.8 | 97.0

5 successive records out of the list so far, quoted:
Values run as follows: PV pol inh FP z-score | PV pol inh
- COc1ccc(N2C(=O)CC(c3cn(Cc4ccccc4)c4ccccc34)C2=O)cc1 (stereo not given)
 : 0.1 | 102.0
- CCC(=O)N1CCc2cc(CNC(=O)Nc3ccccc3Cl)ccc21
 : -0.1 | 107.0
- CC1CC(C)CN(CC(C)(C)NS(=O)(=O)c2ccc(Cl)cc2)C1 (stereo not given)
 : 0.1 | 101.0
- O=c1ccc2cc(S(=O)(=O)N3CCCCC3)ccc2[nH]1
 : 1.2 | 104.0
- CN(C)CCN=Cc1c(O)n(Cc2ccccc2)c(=O)c2ccccc12
 : -0.8 | 97.0

Going on with the list:
Values run as follows: PV pol inh FP z-score | PV pol inh
- CCOC(=O)c1ccc(NC(=O)c2c(NC(C)=O)sc3c2CCC(C)C3)cc1 (stereo not given)
 : -0.1 | 104.0
- Cc1ccc2c(CN3CCN(C(=O)c4ccc(Br)cc4)CC3)cc(=O)oc2c1
 : 0 | 107.0
- O=C(NC1CCOC1=O)c1ccc(COc2ccc(Cl)cc2Cl)o1 (stereo not given)
 : 0.5 | 108.0
- O=C(O)CCC(=O)Nc1nc2ccccc2s1
 : 0.1 | 102.0
- Cc1cc(C(=O)N/N=C/c2ccc(O)cc2)c2ccccc2n1
 : -0.1 | 102.0
- CC1Oc2ccccc2OC1(O)c1ccccn1 (stereo not given)
 : 0.1 | 103.0
- CC(C)(C)c1ccc(CSc2nc3c(c(=O)[nH]2)CCC3)cc1
 : -0.8 | 99.0
- COc1ccc(C(=O)c2cnc3ccc(C)cc3c2S(=O)(=O)c2ccccc2)cc1
 : -0.6 | 104.0
- CCC1(c2cccc(OC(=O)C3CCCCC3)c2)CCCCN(C)C1=O (stereo not given)
 : -0.2 | 102.0
- Cc1ccc(CSc2nc3cccnc3n2Cc2nc(-c3ccccc3F)oc2C)cc1
 : 0.6 | 114.0
- COc1ccc(NC(=O)Cn2c(=O)c(-c3cc(C)ccc3NC(C)=O)nc3ccccc32)c(OC)c1
 : 0.1 | 107.0
- CCOC(=O)C1CCN(C(=O)Cn2nc(C)n3c(cc4cc(C)ccc43)c2=O)CC1
 : 0.1 | 107.0
- COCCNC(=O)c1cc2c(=O)n(C)c3ccccc3c2s1
 : -0.6 | 99.0
- CCOC(=O)c1sc(NC(=O)C(C)Sc2nc(-c3ccccc3)cc(C(F)(F)F)n2)c(C(=O)OC)c1C (stereo not given)
 : -0.6 | 101.0
- CCOc1ccc(CC(C(N)=O)C(N)=O)cc1
 : -0.3 | 101.0
- Clc1ccc2c(N3CCOCC3)ccnc2c1
 : 1.2 | 105.0
- COc1ccc(-c2cc(C(C)=O)c(C)n2CCC(=O)NC2CCCCC2)cc1
 : -0.4 | 102.0
- Cc1cnc(C(=O)NCc2ccc(Cl)cc2Cl)cn1
 : 0.1 | 107.0
- C=C(C)CC(Nc1ccccc1F)c1ccco1 (stereo not given)
 : 0 | 101.0
- Cc1cccc(CN2CCN(CC(=O)NCc3ccc(Cl)cc3)C2=O)c1
 : -1.1 | 108.0
- CCCOC(=O)CC1C(=O)NCCN1Cc1ccccc1 (stereo not given)
 : 0.3 | 103.0
- CC(CN=CC1=C(O)CC(C)(C)CC1=O)c1ccccc1 (stereo not given)
 : -0.1 | 100.0
- Cc1ccc2c(=O)cc(C(=O)Nc3nnc(CC(C)C)s3)oc2c1C
 : 0.7 | 111.0
- COc1ccc(C2c3c(-c4ccccc4O)n[nH]c3C(=O)N2CCc2ccccc2)cc1 (stereo not given)
 : 0.6 | 109.0
- CCOc1ccc(NC(=O)C(CC)n2c(=O)c(-c3ccccc3NC(C)=O)nc3ccccc32)cc1 (stereo not given)
 : -0.9 | 101.0
- CCC1CN(C(=O)Nc2ccc(C(=O)O)cc2)c2cc(Cl)ccc2O1 (stereo not given)
 : -0.4 | 106.0
- c1ccc(-n2ncc3c(NC4CCCCC4)ncnc32)cc1
 : 0.1 | 101.0
- CC1(C)CC2=NN(c3ccccc3)P(=O)(N3CCCc4ccccc43)C2=C(N2CCCC2)C1 (stereo not given)
 : 0.4 | 105.0
- Fc1ccc(C(NCCc2ccc(Cl)cc2)c2nnc(-c3ccccc3Cl)o2)cc1 (stereo not given)
 : 0.1 | 105.0
- Cc1cc(Cl)ccc1NC(=O)CN(c1ccccc1Br)S(C)(=O)=O
 : 0.5 | 109.0
- Cc1c(NC(=O)C(C)OC(=O)c2c(F)cccc2Cl)c(=O)n(-c2ccccc2)n1C (stereo not given)
 : 0.5 | 106.0
- O=C(Nc1ccccc1C(F)(F)F)N1CCC(Nc2nc3ccccc3o2)CC1
 : 0.4 | 104.0
- OC(COc1ccc(-c2ccccc2)cc1)Cn1ccnc1 (stereo not given)
 : 0.8 | 105.0
- CCCN(Cc1nnc(-c2ccco2)o1)C(=O)C1CC(=O)N(Cc2ccccc2)C1 (stereo not given)
 : -0.2 | 101.0
- O=C(CSc1ccccc1)Nc1ccccc1N1CCOCC1
 : 0.6 | 102.0
- O=C(COC(=O)C1CCN(S(=O)(=O)c2ccc3c(c2)OCCO3)CC1)c1ccc(Cl)s1
 : 0.8 | 107.0
- c1ccc(N2CCN(c3ncnc4c3nc3n4CCCC3)CC2)cc1
 : -0.1 | 106.0
- COc1cc(CCC(C)NC(=O)c2ccco2)ccc1OC(=O)c1ccco1 (stereo not given)
 : -0.2 | 103.0
- CN1C(=O)/C(=C/c2ccc(C(=O)NC3CCCC3)cc2)Oc2ccccc21
 : 0 | 102.0
- c1coc(CSc2nc3ccccc3n3cnnc23)c1
 : -0.4 | 101.0
- COc1cccc(NC(=O)C(Cc2ccccc2)N2Cc3ccccc3C2=O)c1 (stereo not given)
 : -0.5 | 105.0
- COc1cc(NC(=O)CSc2ccccc2)cc(OC)c1
 : 0.6 | 108.0
- O=C1c2ccccc2C(=O)C1(O)N1CCOCC1
 : -13.1* | 34.0*
- Cc1ccc(CN2CCC(CNC(=O)Nc3cccc(C)c3C)C2)cc1 (stereo not given)
 : 0 | 106.0
- COc1cc(/C=C2\C(=O)Nc3ccc(Cl)cc32)cc(OC)c1OC
 : -4.5 | 93.0
- Nc1ccc(Br)cc1C(O)c1ccccc1 (stereo not given)
 : 0.1 | 102.0
- CC(C)CNC(=O)c1cc(-c2ccccc2O)on1
 : 0.1 | 101.0
- O=C(c1cc(-c2cccs2)nc2ccccc12)N1CCOCC1
 : 0.4 | 104.0
- CCC(=O)Nc1nc(C)c(-c2csc(Nc3ccc(S(N)(=O)=O)cc3)n2)s1
 : 0.3 | 102.0
- CCN1CCN(CCCNC(=O)C2CCCN(c3nc4c(C)cc(C)cc4s3)C2)CC1 (stereo not given)
 : 0.1 | 102.0

Going on with the list.
Values run as follows: PV pol inh FP z-score | PV pol inh
- CCOc1ccc2oc(C(=O)Nc3ccc(N4CCOCC4)cc3)c(C)c2c1
 : -0.1 | 102.0
- O=C(c1ccc(S(=O)(=O)NCc2cccs2)s1)N1CCCC1
 : -0.6 | 99.0
- CNC(=O)CC1C(=O)N(c2ccc(Cl)cc2)C(=S)N1NC(=O)c1cccc(F)c1 (stereo not given)
 : 0.1 | 102.0
- Cc1nn(CC(=O)Nc2ccc(N3CCCC3)cc2)c(=O)c2ccccc12
 : 0.4 | 102.0
- CCCN(C(=O)CCc1nc(-c2ccccc2F)no1)c1ccc(CC)cc1
 : -1.2 | 101.0
- O=c1cc(-c2cccs2)oc2ccc(Br)cc12
 : -0.6 | 101.0
- CN1CCN(/C=C2\C(=O)N(c3ccc(Cl)cc3)C(=O)c3ccccc32)CC1
 : -0.2 | 98.0
- CNC(=O)N(C1=NCCS1)c1ccccc1
 : 0.3 | 103.0
- Cn1c(=O)c2c(nc(N3CCOCC3)n2Cc2ccc(Br)cc2)n(C)c1=O
 : 0.1 | 112.0
- Cc1ccc(NC(=O)CSc2nc(=O)n(CCN3CCOCC3)c3c2CCC3)c(C)c1
 : -0.9 | 103.0
- OCCN1CCN(CC#CCn2c3ccccc3c3ccccc32)CC1
 : 0.3 | 103.0
- COc1cc(-c2nnc(-c3ccc(N4CCOCC4)cc3)o2)cc(OC)c1OC
 : -0.1 | 101.0
- COc1cccc(C2=NS(=O)(=O)N(C)C(C(=O)Nc3ccccc3SC)=C2)c1
 : 0 | 108.0
- COc1ccccc1-c1cc2nc(C)c(CCC(=O)NCCc3ccc(SC)cc3)c(C)n2n1
 : 0.7 | 109.0
- CN(C)CCN1C(=O)C(=O)/C(=C(/O)c2ccccc2)C1c1ccco1 (stereo not given)
 : -0.1 | 104.0
- COc1cccc(CNC(=O)C2CCC(CNS(=O)(=O)c3cccs3)CC2)c1 (stereo not given)
 : 1.8 | 115.0
- COc1ccc(-c2onc(C)c2C)cc1S(=O)(=O)N1CCc2ccccc21
 : -1 | 102.0
- COc1ccccc1-n1c(=O)c2c3c(sc2n2c(SCC(=O)c4ccccc4)nnc12)CCC3
 : 0.4 | 102.0
- O=c1c(C=Nc2ccccc2)c(Nc2ccccc2)[nH]n1-c1ccccc1
 : -0.2 | 103.0
- CCOC(=O)c1c(C)n(C)c2ccc(O)c(S(=O)(=O)c3ccc(C)cc3)c12
 : 0.5 | 107.0
- Cc1cc(=O)oc2cc(OCC(=O)c3ccc4c(c3)OCO4)ccc12
 : -0.1 | 99.0
- Cc1oc(-c2ccccc2F)nc1Cn1c(SCc2cccc(Cl)c2)nc2ccncc21
 : -1.9 | 102.0
- CC(C)Cn1cc(NC(=O)Nc2cccnc2)c2ccccc2c1=O
 : -0.2 | 101.0
- Cc1ccc(Nc2c(-c3ccccc3O)nc3ccc(Br)cn23)cc1
 : -2.1 | 101.0
- N=C(N)N1CCc2ccccc2C1
 : 0.2 | 101.0
- CCN(CC)c1ccc(C=C2C(=O)OC(c3ccccc3)OC2=O)cc1 (stereo not given)
 : 1 | 115.0
- O=c1n(Cc2ccc(F)cc2)nc2n1-c1ccccc1SC2
 : -0.1 | 104.0
- CN(C)C(CNC(=S)NC1CC1)c1ccccc1 (stereo not given)
 : 0.5 | 106.0
- CCSC1=N/C(=C\c2cc(Br)c(OC(C)=O)c(OC)c2)C(=O)S1
 : -0.4 | 100.0
- Cc1ccc(CNC(=O)C2CCN(c3nn4cc(-c5ccc(F)cc5)nc4s3)CC2)cc1
 : -0.2 | 106.0
- O=C(COC(=O)Cn1cnc2ccccc2c1=O)Nc1ccc2c(c1)OCO2
 : -0.8 | 99.0
- CC1=[N+](CCO)c2ccccc2C1(C)C
 : 0.4 | 104.0
- O=C(COC(=O)c1c(F)cccc1Cl)c1ccccc1F
 : 0.8 | 104.0
- COC(=O)c1ccc(CSc2n[nH]c(=O)n2C2CC2)cc1
 : 0.9 | 107.0
- NC(N)=Nc1ccccc1F
 : -0.1 | 99.0
- Cc1ccc(NC(=O)c2oc3ccc(S(=O)(=O)N(C)C4CCCCC4)cc3c2C)c(C)c1
 : 0.6 | 113.0
